NadD block – blocks S. aureus nicotinate mononucleotide adenylyltransferase | purified NadD enzyme, colorimetric absorbance read-out | inhibition, % at 20 µM | actives 0.78% (n = 360,000) | AID 602399; in the data active = inhibition above about 26%; note: some compounds past the cut are filed as inactive
SKN-1 block – inhibitors of C. elegans SKN-1. C. elegans VP596 Pgst-4::GFP/RFP ratio, acrylamide-induced, 24 h. inhibition, % at 21.8 µM. actives 0.49% (n = 360,000);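 active = interference check ratio from 0.5 to 1.5 plus GFP to RFP signal ratio inhibition reaching or exceeding a fixed threshold, cut at about 30% in these data, passing the limit was not always enough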; note: some compounds called inactive have numbers as strong as hits
Tb MetRS inh – blocks T. brucei methionyl-tRNA synthetase activity; purified T. brucei MetRS, ATP depletion, Kinase-Glo luminescence; AID 624268; inhibition, % at 11.9 µM; actives 0.4% (n = 360,000);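 active = inhibition above a per-plate cutoff of the control wells' mean inhibition plus 3 SD, cut at about 5.5% in these data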;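 note: 0% = DMSO wells median and 100% = median of wells with control inhibitor compound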
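Material – parasite MetRS enzyme · Medium – HEPES-MgCl2-KCl buffer plus DTT, spermine, BSA, pyrophosphatase · Reagent – ATP, methionine and E. coli bulk tRNA substrates · Times – 15 min enzyme-compound preincubation, 2 h reaction, 10 min detection, 25 °C · Measured by – luminescence of leftover ATP · Evaluation – percent inhibition relative to median high and low control wells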
Scp1 inh – inhibitors of human Scp-1 phosphatase. Q9GZU7. Recombinant Scp1, phosphopeptide, malachite green phosphate absorbance. inhibition, % at 20 µM. actives 0.88% (n = 340,000);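 active = inhibition above about 50% at 20 µM, limit read from the data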;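 note: plate controls were DMSO wells with enzyme for no effect and wells lacking enzyme for full effect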
Target sequence (Q9GZU7 76-261 limits assumed): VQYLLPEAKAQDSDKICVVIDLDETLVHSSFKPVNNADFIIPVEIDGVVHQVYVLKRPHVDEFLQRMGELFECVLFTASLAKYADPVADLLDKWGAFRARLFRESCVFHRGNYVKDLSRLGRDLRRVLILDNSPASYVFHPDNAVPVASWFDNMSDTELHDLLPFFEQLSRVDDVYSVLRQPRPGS
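Material – SCP-1 phosphatase catalytic domain, residues 76-261 · Buffer or medium – Acidic Tris acetate buffer with magnesium and detergent · Also added – Phospho 17-mer peptide substrate · Compound – single 20 µM dose, 1% DMSO · Times – 45 min room-temperature reaction, 5 min colour, 30 min stabiliser · Technique – Phosphate-binding colour reagent, absorbance read at 630 nm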
Neddylation inh – inhibitors of human cullin neddylation; actives 0.58% (n = 360,000); calls only at 25 µM; P61081+Q13564; TR-FRET cullin neddylation, biochemical; in the data active = inhibition above about 36%
Target sequence (P61081 whole entry, looked up): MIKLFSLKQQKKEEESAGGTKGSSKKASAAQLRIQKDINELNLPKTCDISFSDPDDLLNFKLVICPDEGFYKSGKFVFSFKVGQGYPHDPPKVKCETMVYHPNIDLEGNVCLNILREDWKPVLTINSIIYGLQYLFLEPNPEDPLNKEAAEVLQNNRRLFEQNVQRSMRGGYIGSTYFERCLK
Target sequence (Q13564 whole entry, looked up): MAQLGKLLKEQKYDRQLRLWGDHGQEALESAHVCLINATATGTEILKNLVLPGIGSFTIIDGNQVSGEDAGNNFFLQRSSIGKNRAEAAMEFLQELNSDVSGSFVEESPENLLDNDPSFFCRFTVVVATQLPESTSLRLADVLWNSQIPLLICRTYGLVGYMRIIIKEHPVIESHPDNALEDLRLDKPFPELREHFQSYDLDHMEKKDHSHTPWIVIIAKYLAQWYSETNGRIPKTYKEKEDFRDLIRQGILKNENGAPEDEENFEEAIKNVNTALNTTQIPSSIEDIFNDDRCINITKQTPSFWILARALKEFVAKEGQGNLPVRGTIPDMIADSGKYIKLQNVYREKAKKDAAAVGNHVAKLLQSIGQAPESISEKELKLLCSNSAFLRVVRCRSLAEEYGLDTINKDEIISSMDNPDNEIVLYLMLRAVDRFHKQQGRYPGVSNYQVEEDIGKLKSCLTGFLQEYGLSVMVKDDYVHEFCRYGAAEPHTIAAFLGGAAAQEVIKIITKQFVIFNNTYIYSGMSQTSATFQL
SUMO1-SIM PPI – modulators of human SUMO1-mediated protein-protein interactions | SUMO1 binding to a labelled peptide, TR-FRET, 1 h | inhibition, % at 20 µM | P63165 | actives 0.33% (n = 360,000); in the data active = inhibition above about 37%
NRP1-CendR mod – NRP-1/CendR interaction modulation | inhibition, % at 25 µM | actives 0.85% (n = 360,000) | FAM-RPARPAR peptide binding to NRP-1, fluorescence polarization | AID 602438;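 active = inhibition or corrected inhibition above about 18%, plus a signal ratio from 0.5 to 1.5, limit read from the data, passing the limit was not always enough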; note: strong numbers were not always called active
LMPTP inh – LMPTP (human) inhibition; inhibition, % at 20 µM; recombinant LMPTP-A, OMFP fluorogenic substrate, fluorescence intensity; actives 0.22% (n = 360,000);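 active = compounds that cut the enzyme signal by at least half of the control window in the single-dose screen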;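 note: plate controls were DMSO wells with enzyme plus substrate for no effect and substrate without enzyme for full effect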
Target sequence (P24666 whole entry, looked up): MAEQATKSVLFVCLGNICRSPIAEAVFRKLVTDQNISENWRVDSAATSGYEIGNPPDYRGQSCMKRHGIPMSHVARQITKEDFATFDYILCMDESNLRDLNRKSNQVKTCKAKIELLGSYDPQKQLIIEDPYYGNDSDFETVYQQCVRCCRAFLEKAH
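Assay system: LMPTP-A phosphatase enzyme | Input: 0.625 nM enzyme | Also added: Fluorogenic phosphatase substrate OMFP at 400 µM final | Compound dosing: One test concentration per compound, 20 µM, with 3% DMSO overall | Schedule: 50 min enzyme reaction at room temperature, protected from light | Signal: Fluorescence intensity | Benchmarks: no-enzyme and uninhibited controls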
DNMT1 block – DNMT1 (human) enzyme inhibition | P26358 | DNMT1 molecular beacon, Hinp1I cleavage, fluorescence | inhibition (reported as % activation of signal), % at 10 µM | actives 0.83% (n = 360,000) | AID 588458; in the data active = inhibition above about 50%
STEP inh – blocks human striatal-enriched tyrosine phosphatase; recombinant STEP, OMFP fluorogenic substrate, fluorescence; inhibition, % at 20 µM; actives 0.25% (n = 360,000);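 active = inhibition at 20 µM, scaled per plate between control wells, above about 37%, limit read from the data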;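 note: 0% = DMSO with enzyme and substrate and 100% = substrate only without enzyme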
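Material: STEP (striatal-enriched tyrosine phosphatase) enzyme, cell-free; Compound dosing: 20 µM single dose in 1% DMSO; Technique: fluorescence read at 480 nm ex / 540 nm em; Times: reaction 20 min, ambient temperature; Medium: 50 mM Bis-Tris pH 6.0 with 2.5 mM DTT and 0.005% Tween 20; Also added: OMFP at 25 µM.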
The depositor's hits bear a star; i = inactive; . = no result given; + = active, no number. An unsorted share of the library; about 4.6% have a hit in one of these screens.

SMILES	NadD block	SKN-1 block	Tb MetRS inh	Scp1 inh	Neddylation inh	SUMO1-SIM PPI	NRP1-CendR mod	LMPTP inh	DNMT1 block	STEP inh
CCCc1c(C(=O)N/N=C/c2ccc(OCc3ccccc3)cc2)nnn1-c1nonc1N	-1	-6	0.7	.	i	1	-2	-0.1	13	2
COc1cccc(NC(=O)Nc2cccs2)c1	1	14	0.9	-10	i	5	-15	0.3	-12	7
CCOC(=O)[C@]12CCCC=C1N(Cc1ccc3c(c1)OCO3)C(=O)[C@H](CC(=O)NCc1cccc3ccccc13)C2	9	3	-0.2	.	i	5	-2	5.5	.	.
CCOc1ccccc1CN1C(=O)C2(OCCO2)c2ccccc21	-2	-11	0.0	-9	i	4	4	0.0	-1	-1
CC1(C(=O)NS(=O)(=O)c2ccc(C#N)cc2)CCN1C(=O)C1(c2ccccc2)CC1 (centres undefined)	-1	9	-0.1	.	i	5	-5	-2.4	-2	1
COc1ccccc1CNc1ccc([N+](=O)[O-])cc1C	-5	11	-0.1	-11	i	-16	-2	2.3	1	0
COc1ccc(S(=O)(=O)N2CCc3ccccc32)cc1C(=O)OCc1nnc(-c2ccccc2)o1	-6	2	-1.4	-13	i	-1	-15	3.1	-3	1
COCCn1c(CN2CC(C)CC(C)C2)nc2c1c(=O)n(C)c(=O)n2C (centres undefined)	3	9	0.1	-12	i	-6	0	-0.4	-2	-6
O=C(NN1C(=O)NC2(CCCCC2)C1=O)c1ccc(Cl)s1	-3	8	-0.5	-5	i	0	16	-0.7	0	-3
CCN(CC)CCCNC(=O)CCc1c(C)n(CC)c2cc(-c3ccccc3OC)nn2c1=O	-7	0	-0.6	-2	.	8	3	0.2	1	2
COc1ccc(-c2sc3cc(OC)ccc3c2-c2ccc(OCCN3CCCCC3)cc2)cc1	5	31	-0.3	.	i	-39	9	7.5	.	.
COc1ccc(-c2[nH]ncc2CN2CCN(C3CCCCC3)C(=O)C2)cc1F	4	-15	-0.2	-9	i	2	4	-0.6	0	11
COc1ccc2c(c1)-c1nc(/N=C/c3ccccc3O)sc1CC2	-1	4	0.1	-10	i	-5	-9	1.7	-11	2
CC(=O)Nc1ccccc1NC(=O)c1ccccc1-c1ccccc1	-1	1	46*	-1	i	3	-1	-1.6	0	2
COC(=O)C1=C(NC(=O)C2CCCCC2)CCS1	-2	2	-1.4	-3	i	-6	13	-1.4	3	-3
O=C(CNC(=O)c1ccccc1)NC1(C(=O)NC2CCCC2)CCCCC1	-3	-32	-0.1	-9	i	17	-1	-1.2	19	-2
Cc1onc(-c2ccccc2)c1C(=O)Nc1cc(C(F)(F)F)ccc1N1CCOCC1	-8	7	-0.1	-7	i	-1	-7	5.0	-11	7
O=C(OCc1ccccc1)c1cc(S(=O)(=O)N2CCCCC2)ccc1N1CCOCC1	-1	17	-0.1	-8	i	-1	-16	0.7	-4	0
CC1=C(C(N)=O)C(c2ccccc2)n2nc(-c3ccncc3)nc2N1 (centres undefined)	-2	16	0.1	2	i	-1	0	-1.3	-1	2
S=C(Nc1cccnc1)Nc1ccccc1Br	-2	-3	-0.7	17	i	0	-2	0.3	0	-1
Cc1ccc(C(=O)NC(C(=O)Nc2cccc(S(N)(=O)=O)c2)C(C)C)cc1 (centres undefined)	-3	4	-0.1	-1	i	-1	9	-1.4	-1	5
CC(C(=O)NC1CCCC1)n1c(-c2ccccn2)nc2ccccc21 (centres undefined)	.	12	0.8	.	i	0	0	-0.2	.	.
COc1ccccc1N1CCN(C(=O)CSc2nnnn2C2CC2)CC1	1	-6	0.3	-4	i	1	-10	0.0	1	3
COc1ccc(N2CCN(C(CNC(=O)C3CCCCC3)c3cccnc3)CC2)cc1 (centres undefined)	-6	-18	-0.6	48	i	0	0	-1.6	1	0
CN(Cc1ccon1)C(=O)CCc1nnc(CCCCc2ccccc2)o1	-1	2	0.7	-12	i	0	9	-2.3	3	1
O=C(Nc1nc(-c2ccc3c(c2)OCO3)cs1)c1ccncc1	9	-7	0.1	-7	i	4	-4	0.1	-8	-3
CCCc1cc(=O)oc2cc(C)cc(OCC(=O)NCCCn3ccnc3)c12	-6	0	-0.2	0	.	3	-1	-2.4	3	1
CCNC(=O)N1CCCC(C(=O)c2ccc(C(F)(F)F)cc2)C1 (centres undefined)	-1	1	-0.7	-8	i	-1	1	1.1	-1	-3
C/C=C(\C)CN1CCC(Oc2ccc(C(=O)NCc3ccccn3)cc2)CC1	-7	-11	-0.5	-11	i	0	2	0.6	1	-1
Cc1ccc(N(C(=O)CNC(=O)c2ccco2)C(C(=O)NC2CCCCC2)c2cccnc2)c(C)c1 (centres undefined)	-1	19	-0.4	10	i	4	-1	-1.5	1	1
Cc1ccc(C)n1-n1c(C)nc2sc3c(c2c1=O)CCCCC3	-1	9	-0.5	-2	i	-2	10	-0.7	0	2
O=C(CN1C(=O)S/C(=C/c2ccncc2)C1=O)Nc1ccccc1	2	13	-0.3	4	i	-28	4	-0.9	-1	4
COCCCNC(=O)c1oc2ccc(S(=O)(=O)N3CCOCC3)cc2c1C	3	-1	-0.8	-4	i	1	5	-0.4	2	1
COc1cc2c(cc1OC)C(COc1ccc(F)cc1)N(C(C)=O)CC2 (centres undefined)	-2	8	-0.3	-4	i	4	-2	0.2	2	-1
COc1ccc(F)cc1S(=O)(=O)NCC(c1ccco1)N1CCc2ccccc2C1 (centres undefined)	-6	-7	0.4	-5	i	0	7	0.9	3	-3
Cc1ccnc(N/C=C(/NC(=O)c2ccccc2)C(=O)N/N=C\c2ccc(F)cc2)n1	0	18	-0.3	0	i	2	4	1.2	-6	-12

A second format for some results above.
COc1cc2c(cc1OC)C(COc1ccc(F)cc1)N(C(C)=O)CC2 (centres undefined)
  NadD block = -2
  SKN-1 block = 8
  Tb MetRS inh = -0.3
  Scp1 inh = -4
  Neddylation inh = i
  SUMO1-SIM PPI = 4
  NRP1-CendR mod = -2
  LMPTP inh = 0.2
  DNMT1 block = 2
  STEP inh = -1
CN(Cc1ccon1)C(=O)CCc1nnc(CCCCc2ccccc2)o1
  NadD block = -1
  SKN-1 block = 2
  Tb MetRS inh = 0.7
  Scp1 inh = -12
  Neddylation inh = i
  SUMO1-SIM PPI = 0
  NRP1-CendR mod = 9
  LMPTP inh = -2.3
  DNMT1 block = 3
  STEP inh = 1
Cc1ccc(C)n1-n1c(C)nc2sc3c(c2c1=O)CCCCC3
  NadD block = -1
  SKN-1 block = 9
  Tb MetRS inh = -0.5
  Scp1 inh = -2
  Neddylation inh = i
  SUMO1-SIM PPI = -2
  NRP1-CendR mod = 10
  LMPTP inh = -0.7
  DNMT1 block = 0
  STEP inh = 2

Next section:
SMILES	NadD block	SKN-1 block	Tb MetRS inh	Scp1 inh	Neddylation inh	SUMO1-SIM PPI	NRP1-CendR mod	LMPTP inh	DNMT1 block	STEP inh
O=C(CSc1nnc(C2CC2)n1-c1ccccc1)N1CCNC1=O	-10	5	-0.3	0	i	-2	20*	-1.4	0	2
Cc1ccccc1OCCC(=O)OCC(=O)NCCc1ccc(S(N)(=O)=O)cc1	-3	-11	-0.3	-7	i	0	1	-0.5	0	-1
S=C(NCc1ccco1)Nc1ccccc1Cl	0	-18	-0.6	-15	i	-1	-6	0.2	-2	1
Cc1noc(C)c1COc1ccccc1C(=O)N1CCN(S(=O)(=O)c2ccccc2F)CC1	-2	12	-0.1	0	i	-1	7	-0.3	2	2
COc1ccc(OC)c(Cc2nnc(CCC(=O)NC3C4CC5CC(C4)CC3C5)o2)c1 (centres undefined)	0	12	-0.1	-10	i	0	3	-0.6	1	-1
Cn1cnc(C(=O)NCc2ccccc2)c1C(=O)NCc1ccccc1	-4	4	-0.1	4	i	7	13	-0.6	4	0
CCCC(=O)Nc1sc(C)c(-c2ccc(OC)cc2)c1C#N	8	8	0.8	-8	i	-6	-9	-3.1	9	-3
NNC(=S)Nc1cccc(Cl)c1	-5	-21	-0.8	-14	i	-2	3	-0.6	-6	-3
CCN(CC)c1ccc(/C=N/N2C(=O)c3ccccc3C2=O)c(O)c1	0	0	0.5	-10	i	-4	-6	-1.4	4	2
Nc1[nH]c(C(=O)c2ccccc2)c(-c2ccc(F)cc2)c1C(=O)NCc1ccccc1	9	9	-0.6	.	i	-3	-1	-0.1	.	.
CCn1c(SCC(=O)N/N=C/c2ccc(C)o2)nnc1-c1ccc(C)cc1	-2	2	0.2	-9	i	-4	0	-0.8	0	0
CCOC(=O)/C(C#N)=C1/SC(CC)C(=O)N1c1ccc(Br)cc1 (centres undefined)	-4	-3	0.8	-10	i	2	1	-0.8	-2	5
CC1CCN(C(c2nnnn2CCc2ccccc2)C(C)C)CC1 (centres undefined)	-4	-2	-0.8	-3	i	-1	-2	-1.7	3	2
O=C1C(Cl)=C(N2CCOCC2)C(=O)N1c1ccccc1Cl	-7	-2	-0.4	-3	i	-1	-16	-0.9	6	-5
CN(C)CCNc1ncnc2c1ncn2[C@H]1CN(Cc2ccncc2)C[C@@H](CO)O1	-2	17	-0.3	.	i	-3	-2	-8.4	3	1
CCOc1ccc(Br)cc1S(=O)(=O)Nc1cccc(S(=O)(=O)N(C)c2ccccc2)c1	-21	11	0.1	-15	i	-1	9	3.4	-8	-2
O=C(NCc1ccncc1)c1ccc2nc(Cc3ccccc3F)oc2c1	-5	6	-0.8	-8	i	-3	1	1.2	1	0
CCOC(=O)Cn1nc(/C=C/c2ccc(C(C)C)cc2)ccc1=O	0	-30	-1.0	-8	+	-20	-1	2.1	-7	3
CCCCn1c(=O)[nH]c(=O)c2c1nc(-c1ccc(OC)c(Br)c1)n2CC(C)C	-1	2	0.3	-6	i	4	10	0.9	-4	-4
O=C(Cn1nnc(-c2ccncc2)n1)N(C1CCCCC1)C1CCCCC1	-6	-27	-0.3	-10	i	-4	-1	-1.2	-4	-5
CC1(C)C(=O)OC(c2ccc([N+](=O)[O-])cc2)C(C)(C)C1=O (centres undefined)	-1	23	0.2	-16	i	-10	0	-0.5	0	4
CC(C)C1Cc2c(C#N)c(N)n(C)c(=S)c2CO1 (centres undefined)	-3	-2	-0.1	-6	i	-18	14	-0.6	1	3
OCCNc1ncnc2c1ncn2[C@H]1CN(Cc2ccc(-c3ccccc3)cc2)C[C@@H](CO)O1	-6	3	-0.3	.	i	-1	-13	1.3	-3	0
CCOc1ccc(N(CC(=O)N2CCN(c3ccccc3)CC2)S(=O)(=O)c2c(C)noc2C)cc1	-2	-13	-0.7	-15	i	6	-1	1.0	-2	0
N#Cc1ccc(S(=O)(=O)N2CCN(c3ncccn3)CC2)cc1	1	-5	-0.3	-11	i	1	12	-1.1	0	3
